Screening results (PubChem BioAssay)
GPR151 activ = activates the human receptor GPR151. 1% of 650,000 active. Q8TDV0. activation, % at 11.2 µM. PathHunter beta-arrestin GPR151 cells, luminescence. AID 1508602; in the data active means activation above about 4.9%;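 further: 0% = median of compound wells and 100% = cells with positive control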
Target sequence (Q8TDV0 whole entry, looked up): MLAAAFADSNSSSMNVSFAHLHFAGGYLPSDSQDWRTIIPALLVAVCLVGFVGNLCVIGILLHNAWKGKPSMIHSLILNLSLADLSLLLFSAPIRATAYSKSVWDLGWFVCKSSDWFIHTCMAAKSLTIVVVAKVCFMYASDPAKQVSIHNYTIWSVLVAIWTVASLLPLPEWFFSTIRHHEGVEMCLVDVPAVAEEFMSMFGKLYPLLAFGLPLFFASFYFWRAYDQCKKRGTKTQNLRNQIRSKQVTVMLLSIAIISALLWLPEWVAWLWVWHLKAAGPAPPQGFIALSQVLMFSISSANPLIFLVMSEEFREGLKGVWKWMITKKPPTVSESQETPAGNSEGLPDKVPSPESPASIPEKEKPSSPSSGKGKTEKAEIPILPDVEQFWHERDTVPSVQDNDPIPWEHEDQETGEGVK
MITF inh = human MITF inhibition, primary screen; O75030; AlphaScreen MITF homodimerization, bead proximity signal; inhibition, % at 2.6 µM; 0.91% of 650,000 active; AID 1259374; in the data active means inhibition above about 50%;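 further: 0% = vehicle wells with protein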
FBW7 act = human FBW7 E3 ligase activation, primary screen. AlphaScreen FBW7–phospho-cyclin E peptide binding, activator screen. Q969H0. 0.13% of 650,000 active. normalized activity (activation), % at 26.1 µM; in the data active means normalized activity above about 1.9%;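 further: purified mutant Fbw7 with reduced substrate affinity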
Target sequence (Q969H0 whole entry, looked up): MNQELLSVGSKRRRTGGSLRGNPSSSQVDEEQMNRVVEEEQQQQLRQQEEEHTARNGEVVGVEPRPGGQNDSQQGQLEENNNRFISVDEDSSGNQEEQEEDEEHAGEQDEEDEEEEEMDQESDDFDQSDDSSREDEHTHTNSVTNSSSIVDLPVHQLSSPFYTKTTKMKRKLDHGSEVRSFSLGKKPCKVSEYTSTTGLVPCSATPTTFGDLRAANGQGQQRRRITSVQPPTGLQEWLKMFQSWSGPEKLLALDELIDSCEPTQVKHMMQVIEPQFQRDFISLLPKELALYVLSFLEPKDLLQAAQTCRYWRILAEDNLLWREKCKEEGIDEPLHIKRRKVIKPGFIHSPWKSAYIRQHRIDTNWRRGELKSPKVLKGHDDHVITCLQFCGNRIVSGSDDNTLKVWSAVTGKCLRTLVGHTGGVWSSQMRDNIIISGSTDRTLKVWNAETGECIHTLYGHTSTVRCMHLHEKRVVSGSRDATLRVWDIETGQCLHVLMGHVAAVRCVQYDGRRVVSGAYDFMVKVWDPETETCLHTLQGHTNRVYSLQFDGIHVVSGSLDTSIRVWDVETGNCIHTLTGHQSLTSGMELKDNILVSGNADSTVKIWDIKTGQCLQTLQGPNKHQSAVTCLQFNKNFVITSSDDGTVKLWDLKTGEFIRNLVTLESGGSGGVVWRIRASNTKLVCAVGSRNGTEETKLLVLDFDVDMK
TEAD-YAP inh = TEAD-YAP interaction inhibition; HEK-TIYL cells, TEAD-Gal4/YAP UAS-luciferase luminescence; inhibition, % at 9.12 µM; 1.4% of 640,000 active; AID 1259422; in the data active means inhibition above about 32%;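 further: 0% = median of test compound wells and 100% = reference inhibitor wells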
Starred values were filed as active, the others as inactive; i = inactive.

| Molecule | GPR151 activ | MITF inh | FBW7 act | TEAD-YAP inh |
| --- | --- | --- | --- | --- |
| COc1ccc(NC(=O)c2cc([N+](=O)[O-])ccc2N2CCCCC2)cc1 | -1.7 | 11.2 | 0.1 | -7.7 |
| Fc1cccc(Nc2n[nH]c(=S)s2)c1 | -0.1 | -1.1 | 0.0 | -10.6 |
| Cc1cccc(OC(C)C(=O)Nc2ccc(S(=O)(=O)N3CC(C)OC(C)C3)cc2)c1C (stereo not drawn) | -1.1 | 2.5 | 0.0 | 5.3 |
| COc1ccc(CNC(=O)c2c[nH]c3ccccc3c2=O)cc1 | -0.3 | -7.6 | -0.1 | -11.1 |
| O=C(OCc1ccc(Br)cc1)c1ccccc1[N+](=O)[O-] | 1.4 | -10.7 | -0.4 | -5.7 |
| COc1ccc2oc(=O)c(-c3nc(-c4cc(C)ccc4C)cs3)cc2c1 | 0.7 | -0.2 | 0.2 | -0.7 |
| COC(=O)/C(C#N)=C/c1c(Oc2ccccc2)nc2ccccn2c1=O | -0.2 | 4.0 | 0.4 | 1.3 |
| CN(CC1Cc2ccccc2O1)C(=O)CCC1(Cc2cccs2)CCC(=O)N1 (stereo not drawn) | 1.5 | -17.0 | 0.1 | 1.1 |
| Cc1cc(C)c(C#N)c(S(=O)(=O)Cc2ccccc2)n1 | 0.4 | 8.4 | -0.2 | 8.2 |
| CCC(CC)C(=O)Oc1ccc2c(=O)c(Oc3ccccc3Cl)coc2c1 | -1.5 | -9.1 | 0.1 | -12.9 |
| COc1ccc(OCC(=O)N(C)c2ccccc2)cc1 | 1.4 | 0.1 | -0.2 | -8.5 |
| Cc1cc2c(o1)c1cnn(Cc3cccnc3)c(=O)c1n2C | 0.9 | 12.0 | -0.1 | -12.2 |
| Cc1cccc(OCC(=O)NC(C)C(=O)O)c1 (stereo not drawn) | -0.2 | -2.7 | 0.1 | 1.2 |
| Nn1c(SCC(=O)Nc2ccc(Cl)cc2Cl)nnc1-c1ccncc1 | 0.1 | 10.9 | 0.0 | 2.9 |
| Cc1nnc(N2C(=O)C(=O)/C(=C(/O)c3ccc(Cl)cc3)C2c2cccc(Oc3ccccc3)c2)s1 (stereo not drawn) | 1.2 | 2.2 | -0.2 | -18.3 |
| CCOC(=O)C1=CN(Cc2ccc(OC)cc2)C=C(C(=O)OCC)C1c1cc(Br)c(O)c(OC)c1 | 2.4 | 7.3 | -0.1 | -2.9 |
| COc1cc(C2/C(=C(\O)c3cc(C)ccc3C)C(=O)C(=O)N2Cc2cccnc2)ccc1O (stereo not drawn) | 0.8 | 5.3 | -0.1 | -0.5 |
| CCCn1c(=S)[nH]c2cc(C(=O)N3CCN(c4ccccc4OC)CC3)ccc2c1=O | 0.7 | -5.3 | 0.0 | -4.7 |
| CCOC(=O)C1=C(c2ccccc2)N=c2s/c(=C\c3sccc3C)c(=O)n2C1c1cccc(OC)c1 (stereo not drawn) | -1.0 | 8.7 | 0.1 | 0.6 |
| CC(NC(=O)c1ccc(F)cc1)c1ccccc1 (stereo not drawn) | 1.6 | -0.5 | 0.2 | 3.6 |
| Cc1cc(C)cc(NC(=O)NC2CCN(CC(=O)Nc3cccc(Cl)c3Cl)CC2)c1 | -0.9 | 2.8 | -0.3 | 7.3 |
| Cc1cccc(Nc2ccc3c(cnn3-c3cccc(C(=O)NCCN4CCOCC4)c3)c2)c1Cl | -1.2 | 5.3 | -0.1 | 3.4 |
| Cc1ccc(CSCc2nnc(SCC(=O)Nc3nccs3)n2C)cc1 | 1.0 | -4.8 | 0.1 | 3.4 |
| O=C1C=CC(=O)N1c1ccc(OC(F)F)cc1 | 0.4 | -3.7 | 0.1 | 1.2 |
| Cc1ccc(NC(=O)c2ccc(Br)cc2F)cc1 | -1.0 | 4.0 | 0.0 | -43.2 |
| CC(C)COC(=O)Sc1nc2ccccc2[nH]1 | 1.1 | -16.6 | 0.3 | -6.0 |
| O=C(Cn1c2c(c(=O)n(C3CCCCC3)c1=O)CCC2)NCCCn1ccnc1 | 1.8 | 4.8 | 0.0 | 0.5 |
| Cc1ccc2c(c1)=C(c1sc(=S)[nH]c1O)C(=O)N=2 | 0.8 | -5.0 | -0.1 | 2.4 |
| N#Cc1c(-c2ccco2)cc(C2CC2)nc1SCc1ccccc1 | 0.7 | -7.9 | -0.1 | -13.6 |
| COc1ccc(NC(C)=O)cc1NC(C)C(=O)Nc1ccc(C(C)=O)cc1 (stereo not drawn) | 1.4 | 1.0 | -0.1 | 6.6 |
| NC(=O)C1CCN(C(=O)CCCn2sc3ccccc3c2=O)CC1 | 0.9 | 13.0 | 0.1 | -3.4 |
| CCN(CC(=O)NC1CCCCCC1)S(=O)(=O)c1ccc(C)cc1 | 5.4* | -0.5 | 0.1 | -5.8 |
| CC(=O)NS(=O)(=O)c1ccc(NC(=O)CCC(=O)Oc2ccc(C)cc2)cc1 | 0.8 | -12.8 | -0.3 | 0.9 |
| OCc1cnc(SCc2ccc(F)cc2)n1Cc1ccc(F)cc1 | -0.3 | -11.5 | 0.1 | 12.9 |
| CCOc1ccc2nc(SCC(=O)N3c4ccccc4C(C)=CC3(C)C)sc2c1 | 2.2 | 7.3 | -0.1 | 10.3 |
| O=C(CSC1CC(=O)N(c2ccccc2F)C1=O)Nc1cccc(Cl)c1 (stereo not drawn) | 0.7 | 11.8 | -0.2 | 13.0 |
| CCOC(=O)c1c(/N=c2\oc3ccc(Br)cc3cc2C(=O)Nc2ccccc2)sc2c1CCCC2 | 1.3 | 3.6 | -0.1 | 5.7 |
| CCC(CO)NC(=O)c1cc2c(s1)CCC2 (stereo not drawn) | -1.9 | 1.0 | 0.6 | -5.0 |
| CC1(C)N=C(c2cccc(F)c2)C(=O)N1 | 0.4 | -3.4 | -0.1 | 1.4 |
| CCOC(=O)C1=CN(Cc2ccc(Cl)cc2)C=C(C(=O)OCC)C1c1cccc(Oc2ccccc2)c1 | -0.2 | -0.4 | 0.2 | -1.0 |

14 successive entries out of the list so far, quoted:
| Molecule | GPR151 activ | MITF inh | FBW7 act | TEAD-YAP inh |
| --- | --- | --- | --- | --- |
| O=C1C=CC(=O)N1c1ccc(OC(F)F)cc1 | 0.4 | -3.7 | 0.1 | 1.2 |
| Cc1ccc(NC(=O)c2ccc(Br)cc2F)cc1 | -1.0 | 4.0 | 0.0 | -43.2 |
| CC(C)COC(=O)Sc1nc2ccccc2[nH]1 | 1.1 | -16.6 | 0.3 | -6.0 |
| O=C(Cn1c2c(c(=O)n(C3CCCCC3)c1=O)CCC2)NCCCn1ccnc1 | 1.8 | 4.8 | 0.0 | 0.5 |
| Cc1ccc2c(c1)=C(c1sc(=S)[nH]c1O)C(=O)N=2 | 0.8 | -5.0 | -0.1 | 2.4 |
| N#Cc1c(-c2ccco2)cc(C2CC2)nc1SCc1ccccc1 | 0.7 | -7.9 | -0.1 | -13.6 |
| COc1ccc(NC(C)=O)cc1NC(C)C(=O)Nc1ccc(C(C)=O)cc1 (stereo not drawn) | 1.4 | 1.0 | -0.1 | 6.6 |
| NC(=O)C1CCN(C(=O)CCCn2sc3ccccc3c2=O)CC1 | 0.9 | 13.0 | 0.1 | -3.4 |
| CCN(CC(=O)NC1CCCCCC1)S(=O)(=O)c1ccc(C)cc1 | 5.4* | -0.5 | 0.1 | -5.8 |
| CC(=O)NS(=O)(=O)c1ccc(NC(=O)CCC(=O)Oc2ccc(C)cc2)cc1 | 0.8 | -12.8 | -0.3 | 0.9 |
| OCc1cnc(SCc2ccc(F)cc2)n1Cc1ccc(F)cc1 | -0.3 | -11.5 | 0.1 | 12.9 |
| CCOc1ccc2nc(SCC(=O)N3c4ccccc4C(C)=CC3(C)C)sc2c1 | 2.2 | 7.3 | -0.1 | 10.3 |
| O=C(CSC1CC(=O)N(c2ccccc2F)C1=O)Nc1cccc(Cl)c1 (stereo not drawn) | 0.7 | 11.8 | -0.2 | 13.0 |
| CCOC(=O)c1c(/N=c2\oc3ccc(Br)cc3cc2C(=O)Nc2ccccc2)sc2c1CCCC2 | 1.3 | 3.6 | -0.1 | 5.7 |

Other structures follow:
| Molecule | GPR151 activ | MITF inh | FBW7 act | TEAD-YAP inh |
| --- | --- | --- | --- | --- |
| COc1ccc(OCCC(=O)N2CCN(C)CC2)cc1 | 1.3 | 10.1 | 0.0 | -4.8 |
| COc1ccc(C(=O)C(OC(=O)c2ccccc2Br)c2ccccc2)cc1 (stereo not drawn) | 0.3 | 9.8 | 0.6 | -17.0 |
| CC(C)CCn1nc(C(=O)NN)c2ccccc2c1=O | 6.0* | 1.1 | 0.1 | -2.6 |
| COc1ccccc1CNC(=O)c1cc(OC)c(OC)c(OC)c1 | -0.2 | 5.3 | 0.1 | 3.7 |
| CC(C)(C)c1cc(C(F)(F)F)c2c(N)c(C(=O)O)sc2n1 | 1.0 | -23.7 | -0.2 | -5.2 |
| Cc1ccc(CN2C[C@H](Sc3ccc(F)cc3)C[C@H]2C(=O)NCCn2ccnc2)cc1 | -1.1 | -2.8 | -0.1 | -1.4 |
| COCc1c(C(=O)OC(C)C#N)oc2ccccc12 (stereo not drawn) | -2.4 | -2.5 | 0.0 | 0.3 |
| CC(=O)c1ccc(-c2ccc(/C=C3\C(=O)NC(=O)C(C#N)=C3C)o2)cc1 | 3.2 | 3.7 | -0.3 | -13.4 |
| COc1ccc(-c2cc(C(=O)Nc3cc(C)on3)no2)cc1 | 1.6 | -7.1 | 0.0 | 6.7 |
| CC(C)C(=O)N=C1N=C2C=CC(Br)=CN2Cc2ccccc21 | -2.1 | 5.8 | -0.3 | -48.4 |
| COc1ccc(-n2nc(C(=O)NCC(=O)NCCCN3CCC(C)CC3)c3ccccc3c2=O)cc1 | 2.6 | -7.1 | 0.2 | 7.5 |
| O=C(Nc1ccc(Cl)c(Cl)c1)c1cc2nc3c(c(C(F)(F)F)n2n1)CCc1ccccc1-3 | 0.6 | 0.8 | 0.2 | 3.2 |
| O=c1[nH]c(=O)n(Cc2ccccc2)c2c1CCC2 | -1.9 | -6.5 | -0.1 | -4.8 |
| CCOC(=O)Nc1cc(C)nn1-c1nc(-c2ccc(C)cc2)cs1 | 2.8 | -5.6 | 0.1 | -6.2 |
| Cc1cc(Nc2ccc([N+](=O)[O-])cc2)n2ncnc2n1 | 0.8 | -2.3 | -0.1 | -5.1 |
| N#Cc1ccc(OCC(=O)NNC(=O)COc2ccccc2Cc2ccccc2)cc1 | -0.3 | 10.0 | -0.1 | 3.2 |
| O=C(c1cccc(S(=O)(=O)N2CCCCC2)c1)N1CCN(c2cccc(Cl)c2)CC1 | -0.3 | 5.5 | -0.1 | -8.1 |
| CCCNC(=O)C1CCN(c2cc(-c3ccccc3)nc3ncnn23)CC1 | 0.9 | 14.2 | 0.1 | 5.5 |
| NC(=O)c1ccc(Oc2ccc(OCc3ccccc3)cc2)c([N+](=O)[O-])c1 | 0.0 | 8.3 | 0.0 | 10.8 |
| O=C(NC(=S)Nc1cccc2ncccc12)c1cccs1 | 1.3 | -2.3 | -0.1 | 12.4 |
| CNC(=S)N/N=C/c1ccc(C(C)C)cc1 | 0.2 | -2.6 | -0.1 | -48.6 |
| Cc1cc(S(=O)(=O)N2CCCOC2CNC(=O)C(=O)NCCC(C)C)ccc1F (stereo not drawn) | 1.7 | i | -0.2 | 1.1 |
| COc1ccc(/C=C/C(=O)Nc2ccc(-c3cn[nH]c3)c(OC)c2)cc1 | -1.7 | 18.4 | 0.8 | -13.6 |
| Cc1nc2ccccn2c1C(=O)N1c2ccccc2CC1C (stereo not drawn) | 0.9 | -1.0 | 0.0 | 5.4 |
| c1cc2c(cc1CN1CCN(c3nc(Nc4ccc(N5CCOCC5)cc4)c4ncn(C5CCCCC5)c4n3)CC1)OCO2 | 2.5 | 18.9 | -0.3 | -0.7 |
| O=c1c(COc2cccnc2)cc2cccc3c2n1CCC3 | -0.1 | -9.6 | -0.1 | 6.5 |
| CC(NC(=O)c1cccc(OC2CCN(S(=O)(=O)N(C)C)CC2)c1)c1ccccc1 (stereo not drawn) | 1.0 | -1.4 | 0.0 | -22.9 |
| CC(OC(=O)c1ccc(F)c(S(=O)(=O)N2CCOCC2)c1)C(=O)NC1CCCC1 (stereo not drawn) | 2.3 | -5.1 | -0.1 | 4.5 |
| O=C(Cc1cccs1)Nc1nnc(C2CC2)s1 | -0.6 | -1.2 | -0.1 | -1.6 |
| COc1ccc(-c2noc(CN(C(=O)CSc3ccccc3)C(C)C)n2)cc1 | 0.0 | -4.4 | 0.0 | -11.8 |
| Cc1ccc(NC(=O)/C=C/c2ccco2)cc1C | -0.8 | -10.8 | -0.1 | -52.0 |
| Cc1ccc(NCC(O)Cn2c3c(c4ccccc42)CCN(C)C3=O)cc1 (stereo not drawn) | 1.2 | 5.8 | -0.4 | -6.1 |
| COC(=O)c1ccc(NC(=O)c2ccccc2-c2ccccc2C(=O)O)cc1 | -1.0 | 2.9 | -0.1 | 5.7 |
| CC1CCCCC1N1CCN(Cc2ccco2)CC1 (stereo not drawn) | -0.7 | 69.4* | 0.1 | 4.6 |
| CCC(C(=O)N1c2ccccc2Sc2ccc(C(F)(F)F)cc21)N1C(=O)c2ccccc2C1=O (stereo not drawn) | -1.2 | -5.5 | 0.4 | 5.3 |
| CCC(CC)C(=O)N1c2ccc(C)cc2C(=C2SC(C(=O)OC)=C(C(=O)OC)S2)C(=S)C1(C)C | 0.0 | 28.5 | -0.6 | 3.5 |
| CCC1CN(CC(=O)NCc2cnc3ccccc3c2)Cc2cc(OC)ccc2O1 (stereo not drawn) | -0.5 | -2.3 | 0.1 | 5.5 |
| COC(=O)c1ccc(/C=C/C(=O)c2cc3cc([N+](=O)[O-])ccc3oc2=O)cc1 | -0.1 | 34.4 | 0.3 | 7.3 |
| Cc1ncc(CO)c(/C=N/NC(=O)c2cccc(Br)c2)c1O | 1.7 | 39.1 | -1.4 | 16.6 |
